# S3 lipid droplet: qHTS Assay for Lipid Storage Modulators in Drosophila S3 Cells | Potency in µM for hits, for the others lipid storage change, negative = inhibition, % at the top dose, mostly 46.1 µM | 320,000 compounds, 0.64% hits | Drosophila S3 cells, BODIPY lipid droplet fluorescence, 18-24 h; cells fed with added oleic acid | AID 2685, 2010; active means well fitted inhibition curve with a large enough effect in the signal ratio, with a control signal flat, not every such curve was filed as active; inconclusive means small, poorly fitted or top-dose-only effect, or effect the other way, or a change in a side signal; the % refers to the signal ratio
#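 Drosophila S3 cells loaded with oleic acid (400 uM, as added) and compounds at several concentrations; lipid droplets imaged by 488-nm laser-scanning cytometry, 500–530 nm intensity and object ratio to cell channel. Percent activity normalized to 20 uM Triacsin C.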
# S3 lipid droplet cell count max: second read-out of S3 lipid droplet, no call of its own (marks repeat the call); cell number change, %; measured here: cell count max response;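 cells counted by Cell Tracker Red CMTPX staining in the red channel; peak over a dose series mostly up to 46.1 µM; percent activity relative to internal control wells on each plate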
# Starred values were filed as active, the others as inactive; i = inactive; ? = inconclusive; . = not tested or not shown; [ ] = dose if it differs, or a comment. On the % scale 0 is the no-effect control and ±100 the full control effect; potency means the concentration at half of the fitted maximal effect.
compound,S3 lipid droplet,S3 lipid droplet cell count max
O=C(NCCc1c[nH]c2ccccc12)c1ccccc1,?,.
O=C(O/N=C1\CCCc2ccccc21)c1cccs1,?,.
CCCCCCCCC(=O)N/N=C(\C)c1cccnc1,-4%,-14
COc1ccc(OCc2nnc(SCC(=O)N3CCCc4ccccc43)n2-c2ccc(C)cc2)cc1,?,.
CCOc1ccc(N2CC(C(=O)NC(C)C)CC2=O)cc1 (configuration not stated),?,.
CCOc1ccc(NC(=O)Cn2c(=O)n(CCCC(=O)NC3CCN(Cc4ccccc4)CC3)c(=O)c3ccccc32)cc1,?,.
O=C(c1ccc(Br)o1)N1CCN(c2ncccn2)CC1,?,.
COC(=O)c1c(NC(C)=O)sc(C(=O)Nc2ccccc2F)c1C,-13%,6
O=C(COC(=O)c1cccs1)NCc1cccs1,i,.
COCCCNc1nc2c(c(=O)n(Cc3ccc(Cl)cc3)c(=O)n2C)n1C,?,.

# Additional structures
compound,S3 lipid droplet,S3 lipid droplet cell count max
O=C(CCN1C(=O)/C(=C/c2ccc(Cl)cc2)SC1=S)Nc1cccc(C(=O)O)c1,?,.
COCCCNC(=O)CCc1nnc(Cc2ccc(-c3ccccc3)cc2)o1,10%,15
COc1cc(O)sc1C=Nc1ccc(Cl)cc1Cl,?,.
C=CCNC(=S)Nc1cccc([N+](=O)[O-])c1,?,.
Cc1ccc(C(=O)Oc2cccc(-n3cnnn3)c2)cc1,-2%,-19
CCN(CC)S(=O)(=O)c1ccc(C(=O)OCC(=O)NC2CCCC2)cc1,?,.
O=C(O)c1ccc(S(=O)(=O)N(Cc2ccccc2)C2CCCCC2)cc1,-9%,-6
CC(CNC(=O)CCc1nnc(CCC2CCCCC2)o1)c1ccccc1 (configuration not stated),?,.
CCn1cc(/C=C(\NC(=O)c2ccccc2OC)C(=O)N2CCN(C)CC2)c2ccccc21,i,.
Cc1cccc(CN2CCN(c3ncccn3)CC2)c1,-11%,2

# Following part.
compound,S3 lipid droplet,S3 lipid droplet cell count max
O=C(c1cc(-c2ccco2)nc2ccccc12)N1CCCC(C(F)(F)F)C1 (configuration not stated),-3%,-4
Cc1ccc(OCCOc2cccc(/C=N/NC(N)=O)c2)cc1,13%,0
CSc1nnc(N(CCC#N)CCC#N)s1,?,.
CCOC(=O)c1cccc(NC(=O)CN(c2ccc(OC)cc2)S(=O)(=O)c2c(C)noc2C)c1,?,.
CN(C)N=Nc1ccc(S(=O)(=O)NC(=O)Cc2ccccc2)cc1,8%,14
CCC(C)(C(=O)NC1CCCC1)N(CC1CCCO1)C(=O)CNC(=O)c1ccccc1 (configuration not stated),18%,-9
COc1ccc(C(=O)C2CCN(CC(=O)NCc3ccccc3)CC2)cc1,?,.
CCC(C)[C@H](NC(=O)N1CCCC1)C(=O)OC (some centres not stated),i,.
Clc1ccc(Cn2cccc2C2=NCCO2)cc1,-14%,-13
CC1CCC(C(C)C)C(OCC[N+](C)(C)C)C1 (configuration not stated),-18%,-19

# (continued)
compound,S3 lipid droplet,S3 lipid droplet cell count max
CCOc1cccc(N2C(=O)CC(n3cnc4ccccc43)C2=O)c1 (configuration not stated),11%,12
CCCCNC(=S)N(CCN(CC)CC)Cc1cc2cc3c(cc2[nH]c1=O)OCCO3,?,.
COc1ccc(Cl)cc1NC(=O)CN(C)C1CCCCC1,11%,-8
Nc1c(C(=O)NC23CC4CC(CC(C4)C2)C3)sc2nc3c(c(C(F)(F)F)c12)CCC3,-10%,-7
COc1ccc(N=C2C(=Nc3ccc(OC)cc3)N(c3ccc(OC)cc3)C(=S)N2C(=O)c2ccc(OC)cc2)cc1,?,.
Cc1ccc(C)c(N2CCN(C(=S)NC3CCCCC3)CC2)c1,?,.
O=S(=O)(c1cccc(-c2nnco2)c1)N1CCOCC1,?,.
CCOC(=O)C1CCCN(C(=O)CNC(=O)Cn2ccc3ccccc3c2=O)C1 (configuration not stated),?,.
CC(C)NC(=S)NC(=O)c1ccc(-c2ccccc2)cc1,-18%,-10
CC(CN1CCCCCC1)C(=O)NN (configuration not stated),10%,13

# Next section; the last 2 above are carried over.
compound,S3 lipid droplet,S3 lipid droplet cell count max
CC(C)NC(=S)NC(=O)c1ccc(-c2ccccc2)cc1,-18%,-10
CC(CN1CCCCCC1)C(=O)NN (configuration not stated),10%,13
O=C(CN1C(=O)c2cccc3cccc1c23)Nc1cccnc1,2%,-14
CCOc1ccc(C(=O)OCCCN(C)C)cc1,?,.
CCCC(=O)OC1CC(C)N(C(=O)c2ccccc2)c2ccc(C)cc21 (configuration not stated),?,.
CC(=O)N1CCC(N(CCN2CCOCC2)C(=S)Nc2ccc(C)cc2)CC1,5%,11
O=C1NC(=Nc2ccccc2Br)SC1(CO)CO,8%,11
CC(C)n1c(=S)[nH]c2scc(-c3cccs3)c2c1=O,?,.
CC(=O)c1cc2c(cc1NC(=O)CSc1nc3ccccc3[nH]1)OCO2,-1%,0
O=C(CSC(=S)N1CCCC1)Nc1ncc(Cl)cc1Cl,10%[0.0737 µM],.
CCN(C(C)=O)c1nc(CCl)cs1,?,.
O=C(O)c1cccc(NC(=S)N/N=C/c2cccnc2)c1,?,.

# Continued.
compound,S3 lipid droplet,S3 lipid droplet cell count max
Nc1nn(-c2ccccc2)nc1C(=O)OCc1ccccc1,?,.
Cc1cc(=O)[nH]c(N/N=C/c2ccc(-c3ccc([N+](=O)[O-])cc3)o2)n1,?,.
COc1ccc(/C=N/NC(=O)c2cccnc2)cc1Cn1nc([N+](=O)[O-])c(Br)c1C,23%,.
CC1CN(CCOc2ccc(F)cc2)CC(C)O1 (configuration not stated),?,.
CCOc1cc(-c2sc(Nc3ccccc3)n[n+]2C)ccc1OC,?,.
CCNC(=S)N(Cc1cc2cc(C)cc(C)c2[nH]c1=O)C1CCCC1,?,.
CCOc1ccc(CN2CCNC(=O)C2CC(=O)O)cc1 (configuration not stated),15%,7
CN1C(=O)CC(N2CCC(C(N)=O)CC2)C1=O (configuration not stated),0%,-2
COc1ccccc1N1CCN(CC(=O)c2c[nH]c3ccccc23)CC1,?,.
CCNC(=S)N(Cc1cccs1)Cc1cc2cc(OCC)ccc2[nH]c1=O,?,.

# In the list so far, these contain a furan ring, fused or not.
compound,S3 lipid droplet,S3 lipid droplet cell count max
O=C(c1ccc(Br)o1)N1CCN(c2ncccn2)CC1,?,.
O=C(c1cc(-c2ccco2)nc2ccccc12)N1CCCC(C(F)(F)F)C1 (configuration not stated),-3%,-4
Cc1cc(=O)[nH]c(N/N=C/c2ccc(-c3ccc([N+](=O)[O-])cc3)o2)n1,?,.

# Next section.
compound,S3 lipid droplet,S3 lipid droplet cell count max
COc1ccc(/C=C2/C(=N)N3C(=NC2=O)Sc2cc(S(C)(=O)=O)ccc23)cc1OC,-5%,21
NC(=O)c1cc2cc(Br)ccc2oc1=NCc1ccccc1,i,26
CNC(=S)N1N=C(c2cccs2)CC1c1ccc(OC)cc1 (configuration not stated),1%,-13
O=C1Nc2ccc(S(=O)(=O)NCCC3=CCCCC3)c3cccc1c23,i,.
CCN(C(=O)CSc1nnc(Cc2ccccc2F)n1N)C1CCS(=O)(=O)C1 (configuration not stated),8.2µM*,-2.1*
CCOC(=O)C1CCCN(S(=O)(=O)CCNC(=O)c2ccc(F)cc2)C1 (configuration not stated),?,.
O=C(CSc1nnc(NC(=O)C2CC(=O)N(c3ccc(F)cc3)C2)s1)NCc1ccco1 (configuration not stated),?,.
O=C(O)c1ccc2c(c1)C1C=CCC1C(c1cc3c(cc1Br)OCO3)N2 (configuration not stated),6%,15
COc1cccc(NC(=O)C(c2ccccc2)N2CCN(CC(=O)N3CCOCC3)CC2)c1 (configuration not stated),?,.
COCCCN1C(=O)c2[nH]nc(-c3ccccc3O)c2C1c1cccc(Cl)c1 (configuration not stated),?,.

# (more compounds)
compound,S3 lipid droplet,S3 lipid droplet cell count max
O=C(NCCNC(=O)c1cc(OCC(F)(F)F)ccc1OCC(F)(F)F)Nc1ccccc1,?,.
CC(CCc1ccccc1)NCC(O)COc1ccccc1 (configuration not stated),-1%,21
CCOc1ccccc1C(=O)Nc1ccc2c(c1)C(=O)NC2=O,?,.
CC(=O)c1ccc(S(=O)(=O)Nc2ccccc2C(=O)NC2CC2)cc1,?,.
Cc1ccccc1-c1nc(CS(=O)(=O)CC(=O)NCc2ccccc2)c(C)o1,?,.
O=S(=O)(c1ccc(-c2ccon2)s1)N1CCN(CCN2CCOCC2)CC1,?,.
O=c1c2ccccc2nc(COc2ccccc2)n1/N=C/c1cc([N+](=O)[O-])ccc1O,-11%,-8
O=C(/C=C/c1ccco1)Nc1ccc(CN2CCOCC2)cc1,8%,2
Cc1cc(NC(=O)/C=C/c2ccccc2)no1,-1%,22
CC1(C)Cc2c(sc3nnn(Cc4ccc(Cl)cc4)c(=O)c23)CO1,?,.

# Further compounds:
compound,S3 lipid droplet,S3 lipid droplet cell count max
N#Cc1c(N)n(CCOC(=O)c2ccc(Cl)cc2)c2nc3ccccc3nc12,i,.
CC(C)(C)N(Cc1ccccc1)C(=O)CSc1ncn[nH]1,2%,.
Cc1ccc(N2C(=O)c3ccccc3C2Nc2ccccc2F)nc1 (configuration not stated),5%,23
COc1ccc(NC(=O)CN(C)C(=O)c2ccc(OCc3ccccc3)c(OC)c2)cc1,?,.
O=C(NCCCN1CCOCC1)c1ccc2c(c1)N(Cc1ccc(F)cc1)CCS2,?,.
O=C(NNC(=O)c1ccc(-n2cncn2)c([N+](=O)[O-])c1)c1ccc(Cl)cc1,?,.
COC(=O)c1cn(CC(=O)N2CCCCCC2)c2ccccc12,i,-7
Cc1noc(C)c1COC(=O)CCOc1ccccc1,13%,-12
COc1ccc(-n2c(SCC(=O)Nc3sc4c(c3C#N)CCCC4)nnc2-c2ccc(O)cc2)cc1,?,.
O=S(=O)(Nc1cc(Sc2cccc3cccnc23)c(O)c2ccccc12)c1ccccc1,?,.

# Further compounds.
compound,S3 lipid droplet,S3 lipid droplet cell count max
Cc1sc2ncnc(N3CCN(Cc4ccccc4)CC3)c2c1-c1ccccc1,?,.
O=C(CCc1ccccc1)Nc1ccc(F)cc1F,17%,9
O=C(O)C1CN(C(=O)c2cccc(Br)c2)C1,-11%,-6
N#CC1(NC(=O)CSc2nnc(COc3ccccc3F)n2N)CCCCC1,15%,3
Cn1nc(C(=O)Nc2nc3ccc(S(C)(=O)=O)cc3s2)ccc1=O,6%,8
O=C(O)c1ccc(N/N=C/c2ccnc3ccccc23)cc1,9%,2
Cc1ccc(/C=N/NC(=O)CCSc2ccccc2)cc1,-16%,-27
CC(C)n1cc(C(=O)N2CCCC(Nc3ccc(F)c(F)c3)C2)cn1 (configuration not stated),?,.
Nc1nonc1-n1nnc(C(=O)N/N=C/c2ccccc2F)c1-c1cccs1,20%,3
Cc1ccc(S(=O)(=O)N(C)C)cc1-n1c(SCC(=O)Nc2ccc(F)cc2)nc2ccccc2c1=O,-10%,5

# Following part.
compound,S3 lipid droplet,S3 lipid droplet cell count max
C#Cc1ccc([C@@H]2C=C(C(=O)N3CCOCC3)O[C@H](OCC)[C@H]2CCCO)cc1,-8%,-2
CCOC(=O)C(C(C)=O)=C1SC2CS(=O)(=O)CC2S1 (configuration not stated),?,.
COc1ccc(CN2CC(=O)N3[C@H]4c5ccc(OC)cc5OC[C@@H]4[C@H](c4ccccc4)[C@]3(C)C2=O)cc1,?,.
COc1ccc(-c2oc3ccccc3c2C(=O)OCc2ccccc2)cc1,?,.
CCCn1c(NC(=O)c2ccc(Cl)c(S(=O)(=O)N3CCCC3)c2)nc2ccccc21,?,.
Cc1ccc(N2C(=O)N(CC(=O)Nc3cc(C)cc(C)c3)C(=O)C2C)cc1 (configuration not stated),-1%,1
Cc1ccc(C(C)C)c(OCC(=O)N/N=C2\CC(=O)CC(C)(C)C2)c1,i,16
O=C1OC(CC(=O)N(Cc2nnc(-c3ccc(Cl)cc3)o2)C2CC2)c2ccccc21 (configuration not stated),?,.
Fc1cc(F)cc(-c2oncc2-c2nnnn2-c2ccccc2)c1,1%,-1
Cc1cccc(-c2noc(CN(C(=O)C(c3ccccc3)c3ccccc3)C(C)C)n2)c1,?,.

# (further entries)
compound,S3 lipid droplet,S3 lipid droplet cell count max
CN(CCNC(=O)CN1CCN(Cc2ccccc2Cl)C1=O)Cc1ccccc1,1%,0
O=C(Cn1nnc(-c2ccc3c(c2)OCO3)n1)N1CCOCC1,?,.
O=C(O)c1ccccc1C(=O)Nc1n[nH]c(=S)s1,-9%,-15
Cc1ccc(N2C(=O)CC(Sc3ccccc3C(=O)O)C2=O)cc1C (configuration not stated),?,.
O=C(NCc1cccnc1)c1c(F)c(F)c(F)c(F)c1F,5%,-19
CC(=O)Nc1ccc(S(=O)(=O)NCC(=O)OCC(=O)N2CCCCCC2)cc1,?,.
Clc1ccccc1-c1nnc2sc(-c3ccc4c(c3)OCO4)nn12,i,.
COc1cccc(N2C(=O)CC(NNc3nc4ccccc4s3)C2=O)c1 (configuration not stated),4%,8
Nc1nc(SCC(=O)Nc2ccc3c(c2)CCC3)n[nH]1,?,.
C[C@H](N)c1nnc(SCc2ccc(Cl)cc2Cl)o1,12%,-12
CS(=O)(=O)N1CCN(C2C3CC4CC(C3)CC2C4)CC1 (configuration not stated),-12%,-4
O=C(CSc1nnc(Cc2ccccc2)o1)Nc1ccc(Br)cn1,?,.
O=c1c2nncn2c2cc(C(F)(F)F)ccc2n1CCNc1ncc(C(F)(F)F)cc1Cl,-20%,-12

# High-throughput results as filed in PubChem.

# A portion of the library. The share of hits here may be higher or lower than overall.
